Assay outcomes: PubChem, National Center for Advancing Translational Sciences (NCATS)
VP16 counter: counter-screen for ROR gamma inhibitors: Gal4-VP16 reporter. hit rate 3.5% among 310,000. Drosophila S2 Gal4-VP16 UAS-luciferase, luminescence, 20 h. Potency, µM (series often up to 53.6 µM), without a hit: at the top dose activity, negative = inhibition, usual class: inhibitors;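 note: Gal4-VP16 expression switched on by copper sulfate through the metallothionein promoter; potency is the fitted concentration of half-maximal effect; % is set by controls: 0 for no effect and ±100 for the full control effect; nearly all actives have a fitted effect of over 50% in size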
KCNH2 3.1 block: blocks the human KCNH2 3.1 channel isoform; U2OS KCNH2 3.1, thallium flux FluxOr; stronger effect = lower value; activity change, % (tested at about 1.8 µM); hit rate 0.95% among 340,000; AID 720553;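 active = maximum activity change below -70%; inconclusive = maximum activity change from -70% to -50%; inactive = maximum activity change above -50%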;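 note: thallium influx rate constant from kinetic fluorescence after stimulation buffer; % is set by controls: 0 for no effect and ±100 for the full control effect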
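FluxOr-based Tl+ influx in U2OS cells transduced with KCNH2 3.1 virus; rate constants normalized to DMSO controls.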
FLuc modulator: counter-screen for miR-21 project: firefly luciferase inhibitors or activators; P08659; purified FLuc, Km substrates, luminescence inhibition; Potency, µM (doses to about 57.5 µM), inactives show at the top dose activity change, negative = inhibition, hits mostly inhibitors; hit rate 6.9% among 360,000; AID 588342;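 note: potency is the fitted concentration of half-maximal effect; plate controls were vehicle for no effect and reference inhibitor for full effect; nearly all actives have a fitted effect of over 55% in size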
Target sequence (P08659 whole entry, looked up): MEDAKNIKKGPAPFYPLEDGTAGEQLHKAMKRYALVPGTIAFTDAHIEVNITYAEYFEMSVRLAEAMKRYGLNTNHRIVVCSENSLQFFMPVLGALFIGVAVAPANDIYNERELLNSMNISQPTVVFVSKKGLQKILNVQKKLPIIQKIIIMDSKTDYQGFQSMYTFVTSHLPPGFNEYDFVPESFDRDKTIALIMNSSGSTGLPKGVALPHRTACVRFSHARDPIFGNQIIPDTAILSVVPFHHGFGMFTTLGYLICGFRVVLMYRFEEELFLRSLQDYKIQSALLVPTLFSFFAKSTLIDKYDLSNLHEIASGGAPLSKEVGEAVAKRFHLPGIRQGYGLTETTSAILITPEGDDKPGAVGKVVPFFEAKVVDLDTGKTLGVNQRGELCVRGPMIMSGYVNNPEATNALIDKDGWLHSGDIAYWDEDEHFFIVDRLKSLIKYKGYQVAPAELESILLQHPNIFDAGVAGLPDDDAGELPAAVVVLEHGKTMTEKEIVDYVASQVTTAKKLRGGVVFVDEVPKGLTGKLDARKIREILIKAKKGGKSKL
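Purified P. pyralis luciferase, 10 nM final, with Km-level 10 uM D-luciferin and 10 uM ATP in 50 mM Tris acetate pH 7.5, 10 mM Mg acetate, 0.01% Tween-20, 0.05% BSA; 6-point qHTS titration about 60 µM downward; luminescence read.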
RORgamma inh: blocks mouse ROR gamma transcriptional activity; Potency, µM (titrated, usually from 53.6 µM), without a hit: at the highest dose activity change, negative = inhibition, most hits filed as inhibitors; hit rate 5.4% among 310,000; Drosophila S2 Gal4-RORgamma UAS-luciferase reporter, 20 h; P51450; AID 2551; note: potency is the fitted concentration of half-maximal effect; % is set by controls: 0 for no effect and ±100 for the full control effect; nearly all actives have a fitted effect of over 60% in size
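In this cell-based reporter format, copper sulfate (700 uM final) drives Gal4–ROR gamma fusion expression from a metallothionein promoter in Drosophila Schneider cells; compounds preincubated 1 hr, reporter read after 20 hr at ambient temperature.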
ELG1 genotoxic: inducers of genotoxicity in HEK293T ELG1-luciferase cells. HEK293T ELG1-luciferase reporter, luminescence, 16 h. Potency, µM (top dose mostly 46 µM), for inactives: at the top dose activity change, positive = activation, actives largely listed as activators. hit rate 1.3% among 330,000; note: potency is the fitted concentration of half-maximal effect; % of control where 0% means no effect; nearly all actives have a fitted effect of over 60% in size
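Step 1: seed 2,000 HEK293T ELG1-luciferase cells per well. Step 2: add compound or DMSO, incubate 16 hr at 37 °C. Step 3: ONE-Glo, 30 min at room temperature, read luminescence.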
NPC1 promoter act: activators of NPC1 promoter; hit rate 2.4% among 320,000; Potency, µM (top dose mostly 9.22 µM), without a hit: at the highest dose activation, actives largely listed as activators; AID 485313; Huh7 NPC1 promoter luciferase reporter, 24 h;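 note: potency is the fitted concentration of half-maximal effect; % of control where 0% means no effect; nearly all actives have a fitted effect of over 60% in size; reporter is driven by a mutant NPC1 promoter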
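In 1536-well qHTS, Huh7 cells harboring an NPC1 promoter–luciferase construct received compound for 24 h; activation was quantified by luminescence following luciferase reagent addition.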
uPA generation: blocks generation of uPA at the cell surface. hit rate 0.31% among 330,000. Potency, µM (doses to about 38.3 µM), for inactives: top-dose activity change, negative = inhibition, most hits filed as inhibitors. cell surface uPA generation assay, qHTS; active = well fitted inhibition curve with a large enough effect; inconclusive = small, poorly fitted or top-dose-only effect; inactive = no such curve, though single readings can be large or run the other way; tested in mouse RAW 264.7 cells; note: potency is the fitted concentration of half-maximal effect; % is set by controls: 0 for no effect and ±100 for the full control effect; nearly all actives have a fitted effect of over 55% in size
Rab9 prom act: Rab9 promoter activation; AID 485297; Potency, µM (doses to about 9.22 µM), without a hit: at the highest dose activation, negative = inhibition, most hits filed as activators; Huh7 Rab9 promoter-luciferase reporter, luminescence, 24 h; hit rate 2.8% among 320,000; note: potency is the fitted concentration of half-maximal effect; % of control where 0% means no effect; nearly all actives have a fitted effect of over 60% in size
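Promoter activation is measured as luciferase luminescence in Huh7 cells stably transfected with a Rab9 promoter–luciferase construct, following 24 h compound exposure at 37 °C and 10 min reagent incubation at ambient temperature.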
Giardia killer: Giardia lamblia killing; Giardia lamblia trophozoite viability; hit rate 0.15% among 340,000; AID 540267; activity change, % at 7.66 µM, hits read low; in the data active = activity change below about -80%; inconclusive = between about -30% and that limit;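 note: parasites exposed to compound for two days anaerobically before the ATP read; % is set by controls: 0 for no effect and ±100 for the full control effect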
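ATP-content bioluminescence gauges trophozoite survival. Cells (100/well) receive compound and incubate anaerobically for 48 hrs at 37 deg C; detection reagent follows for 15-30 min at room temperature.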
FBPA coupling cs: coupling enzyme interference in Giardia aldolase counter-screen. coupling enzyme system counterscreen, AmpLite Red fluorescence. activity change, negative = inhibition, % at 58.2 µM, hits read low. hit rate 0.67% among 290,000. AID 2472; in the data active = activity change below about -30%; note: % is set by controls: 0 for no effect and ±100 for the full control effect
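Counterscreen lacking aldolase: glyceraldehyde-3-phosphate coupling-enzyme reagent preincubated 10 min at RT with compound (at 57.5 uM final), then substrate/coupling system with AmpLite Red added; fluorescence read at 525/598 nm after 20 min RT.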
Tb PFK inh: blocks T. brucei phosphofructokinase. T. brucei PFK, ADP-Glo luminescence. AID 485367. hit rate 0.17% among 330,000. Potency, µM (highest dose often 57.5 µM), inactives show top-dose activity, negative = inhibition, most hits filed as inhibitors. O15648;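 note: potency is the fitted concentration of half-maximal effect; 0% = uninhibited 1x PFK enzyme wells and -100% = no-enzyme wells; nearly all actives have a fitted effect of over 60% in size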
Target sequence (O15648 whole entry, looked up): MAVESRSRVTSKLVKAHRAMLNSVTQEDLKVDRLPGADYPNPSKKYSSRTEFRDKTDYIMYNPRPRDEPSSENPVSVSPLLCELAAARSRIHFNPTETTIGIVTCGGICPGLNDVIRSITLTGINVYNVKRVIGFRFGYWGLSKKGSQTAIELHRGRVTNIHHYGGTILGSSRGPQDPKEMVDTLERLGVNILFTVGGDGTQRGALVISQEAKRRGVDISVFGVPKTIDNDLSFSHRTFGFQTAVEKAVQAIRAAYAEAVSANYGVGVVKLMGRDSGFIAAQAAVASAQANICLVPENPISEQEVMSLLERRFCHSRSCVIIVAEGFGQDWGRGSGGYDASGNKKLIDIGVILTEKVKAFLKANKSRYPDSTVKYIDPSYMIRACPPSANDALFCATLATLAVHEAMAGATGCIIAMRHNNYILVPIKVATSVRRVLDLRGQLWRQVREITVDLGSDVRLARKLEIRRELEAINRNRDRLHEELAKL
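Luminescent ADP detection (ADP-Glo, two-step: ATP depletion then ADP-to-ATP conversion for luciferase) reported PFK activity after 45 min room-temperature reaction of 1.25 nM enzyme with 0.5 mM F6P and 0.1 mM ATP at pH 8.0.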
An asterisk follows results filed as active; u = inconclusive; x = no result given; & = joins results of further samples; [ ] = another dose, or the depositor's remark. Unless noted, calls come from the whole dose curve; as a rule, active = well fitted curve in the direction sought with a large enough effect; inconclusive = small, poorly fitted or top-dose-only effect, or another doubt; inactive = no such curve, though single readings can be large; an effect the other way counts as inactive or inconclusive.

SMILES	VP16 counter	KCNH2 3.1 block	FLuc modulator	RORgamma inh	ELG1 genotoxic	NPC1 promoter act	uPA generation	Rab9 prom act	Giardia killer	FBPA coupling cs	Tb PFK inh
Cc1ccc2c(c1)C(O)(CC(=O)c1ccc(C)s1)C(=O)N2 (stereo unspecified)	-8%	5	-1%	8%	-2%	-1%	10%	0%	29	1	3%
CCOc1ccccc1C(=O)NCC(=O)O	u	-7	3%	14%	3%	1%	-1%	-8%	0	6	1%
O=[N+]([O-])c1cc(-n2cccc2)ccc1N1CCOCC1	8%	5	-16%	20%	-1%	1%	2%	1%	34[activator]	3	-6%
S=c1nc(-c2ccccc2)oc2c1CCCC2	-4%	4	13µM*	-25%	16%	u	4%	u	-9	x	0%
COc1cccc(C(=O)N2CCN(C3CCN(Cc4ccccc4)CC3)CC2)c1	-3%	x	0%	-20%	-5%	-2%	x	-10%	x	-1	-3%
CCOC(=O)C1CCN(C(=O)COc2cccc(C)c2)CC1	0%	7	-2%	-19%	4%	1%	2%	-3%	3	0	-7%
O=C(CCc1ccc(S(=O)(=O)NC2CCCCC2)cc1)NCc1ccccn1	5%	-2	u	17%	u	29%	-1%	u	2	-6	12%
Cc1csc(NC(=O)CCn2c(=O)sc3ccccc32)n1	23%	3	u	25%	12%	1%	3%	11%	26	-2	1%
CCCCNC(C(=O)Nc1ccc([N+](=O)[O-])cc1Br)c1ccccc1 (stereo unspecified)	5%	-20	-2%	-2%	0%	-2%	6%	2%	4	2	-10%
C#CC(C)(C)NC(=O)c1ccc(-c2ccccc2F)cc1	u	7	19µM*	22%	u	u	-2%	u	16	1	1%
CCn1c(=O)c(CCC(=O)N2CCN(c3ccccn3)CC2)c(C)c2c(C)nn(-c3cccc(C)c3)c21	0%	-12	-1%	14%	-17%	-2%	10%	-5%	10	x	-4%
COC(=O)c1ccc(NS(=O)(=O)NC(=O)c2c[nH]c3ccccc23)cc1	-5%	2	8%	4%	8%	-2%	2%	1%	-7	x	-1%
CN(CC(=O)Nc1ccc(F)c(F)c1F)C(=O)CCN1C(=O)C2CCCCC2C1=O (stereo unspecified)	x	3	3%	x	0%	1%	5%	2%	-3	x	-13%
Cc1ccc(SCc2cc(=O)[nH]c(SCC(=O)Nc3cc(Cl)ccc3Cl)n2)cc1	0%	-47	27µM*	27%	-1%	-2%	-2%	-5%	-5	4	-1%
CCOc1cccc2cc(C(=O)N3CCc4ccccc43)c(=O)oc12	-1%	10	0%	10%	4%	0%	x	1%	-9	-2	-17%
COc1ccc(CNC(=O)CN(C(=O)c2snc(C(N)=O)c2N)c2ccc(F)cc2)cc1	-5%	-6	0%	41%	-9%	1%	0%	5%	-7	1	-2%
Cc1cc(Nc2cc(F)ccc2C)n2nc(C)nc2n1	-4%	2	4%	-20%	1%	1%	1%	-2%	1	0	-2%
CSc1ccc(/C=N/NC(=O)CNc2ccc3ccccc3c2)cc1	-1%	-5	u	-6%	0%	-3%	9%	-3%	5	-1	3%
Cc1ccccc1C(=O)Nc1nnc(CC(=O)N/N=C/c2cn(Cc3ccccc3)c3ccccc23)s1	-24%	-3	5%	-4%	13%	0%	2%	1%	11	2	0%
CC1SC(=NC(=O)c2ccncc2)NC1=O (stereo unspecified)	27%	0	-2%	14%	-3%	-2%	9%	-2%	14	3	6%
O=C(CCCn1c(=O)c2sccc2n(Cc2ccc(F)cc2)c1=O)NCc1ccco1	27%	-6	6%	38%	-11%	0%	x	0%	18	4	-7%
CCn1c(CNc2ccc(Cl)cc2)nnc1SCCN1CCCCC1	-5%	-5	-1%	10%	-2%	1%	7%	-1%	-13	5	-4%
CC(=O)Nc1ccc(S(=O)(=O)Nc2nc3ccccc3nc2N2CCOCC2)cc1	x	6	x	x	-2%	x	-2%	x	-5	x	0%
CN(C(=O)COC(=O)Cc1c(F)cccc1Cl)c1c(N)n(Cc2ccccc2)c(=O)[nH]c1=O	x	2	3%	x	-3%	-1%	-3%	0%	-20	x	12%
COc1ccc(-c2nc3ccc(N4CCCC4)cc3c(=O)[nH]2)cc1OC	-10%	-2	u	-43%	0%	-4%	-4%	0%	-10	0	-2%
CN(c1ccccc1)S(=O)(=O)c1ccc(Cl)c(C(=O)NC2=NCCS2)c1	7%	2	-7%	-29%	-1%	-6%	-6%	-6%	28	-2	1%
CCOC(=O)Cn1c(=O)cnc2ccccc21	8%	-21	0%	3%	-3%	4%	0%	17%	-3	0	-1%
C[N+]1(CCn2ccc3ccccc32)CCCCC1	-6%	1	2%	23%	-1%	2%	-15%	0%	-7	0	2%
CCCCN1C(=O)C(=O)N(CC(=O)N2N=C3/C(=C/c4ccco4)CCCC3C2c2ccco2)C1=O (stereo unspecified)	-7%	-3	2%	-14%	u	10%	4%	1%	-12	0	-1%
CCN1C(=O)[C@H]2[C@@H](c3ccc(-c4cc(C(C)=O)cs4)cc3)N3CCCC[C@@]3(C(=O)OC)[C@H]2C1=O	x	8	2%	x	-11%	-6%	4%	-7%	-7	x	9%
CCOC(=O)[C@@H]1[C@H]2COc3cc(OC)ccc3[C@@H]2N2C(=O)N(c3ccc(OC)cc3)C(=O)[C@]12C	1%	-6	1%	2%	1%	0%	6%	-2%	11	-1	0%
Nc1nc(COC(=O)CCC(=O)c2ccccc2)nc(Nc2ccccc2)n1	x	1	-16%	x	2%	-1%	0%	-1%	-9	x	0%
CCOc1cc(/C=N/n2cnnc2)ccc1OCC(=O)Nc1ccccc1OC	-2%	3	1%	-2%	-1%	5%	-7%	3%	22	-3	-2%
COc1cc(C2NC(=O)C(C#N)=C(Nc3cccc(C)c3)S2)ccc1O (stereo unspecified)	u	14	u	-40%&-23%	0%&-2%	20%&-5%	-5%	-4%&-1%	7	7&6	2%&0%
CCCCNC(=O)CSc1cc(=O)n(C)c2ccccc12	11%	5	1%	31%	-1%	-9%	-1%	-10%	15	-3	-4%
COc1ccccc1N1CCN(C(=O)CN(CCc2ccccc2)S(C)(=O)=O)CC1	-6%	7	0%	17%	-7%	-8%	-17%	8%	-13	2	-1%
Cc1ccc2nc(NC(=O)c3ccc(OCC4CCCO4)cc3)sc2c1 (stereo unspecified)	u	-26	3µM*	4.5µM*	-6%	u	2%	u	21	-1	2%
CCOC(=O)c1cc(C)n(Cc2ccc(OCC)c(OC)c2)c1C	-7%	15	-5%	-5%	2%	0%	x	-2%	-7	-1	-3%
O=C(Nc1ccc(CN2CCOCC2)cc1)c1cc2ccccn2n1	20µM*	3	1.2µM*	10µM*	u	0.32µM*	u	0.45µM*	-15	0	-5%
CCCN1C(=O)c2ccc(C(=O)Nc3nccs3)cc2C1=O	u	-2	u	10µM*	5%	-2%	2%	-5%	-15	4	-4%
Cc1cc(C)c2cc(C(c3nnnn3CC3CCCO3)N3CCN4CCCC4C3)c(=O)[nH]c2c1 (stereo unspecified)	-11%	-2	-1%	-10%	3%	0%	-6%	14%	-1	0	1%
O=C(COC(=O)CCC1CCCC1)Nc1nc2c(F)c(F)c(F)cc2s1	2%	x	5%	31%	1%	-1%	4%	-32%[inhibitor]	-16	-3	-3%
CCc1ccc(-c2cc(C)no2)cc1S(=O)(=O)Nc1cc(C)ccn1	-5%	7	0%	0%	7%	-3%	3%	-10%	2	x	-2%
O=S(=O)(c1ccccc1)c1nc(-c2cccs2)oc1NCc1cccnc1	x	-4	x	x	-1%	-4%	-5%	-1%	-16	x	0%
CCCOP(=O)(c1ccc(N(C)C)cc1)C(O)c1cc(OC)ccc1OC (stereo unspecified)	13%	11	-3%	-17%	0%	-5%	-11%	0%	20	0	0%
Cc1ccc(NC(=O)CCNC(=O)Cn2cnc3ccccc3c2=O)cc1F	-5%	-6	0%	12%	0%	0%	0%	5%	-2	0	0%
COc1ccc(-c2ccc(SCc3cccnc3)nn2)cc1OC	-5%	-5	u	29%	-4%	9%	u	-5%	6	0	-9%
O=C(C1CCCCN1S(=O)(=O)c1ccccc1)N1CCN(Cc2ccccc2)CC1 (stereo unspecified)	3%	-1	5%	25%	-10%	2%	x	-3%	-15	0	-1%
Cc1cccc(-c2cc(C(=O)Nc3cccnc3)c3ccccc3n2)c1	-3%	8	15µM*	14%	-15%	-3%	-4%	4%	4	x	-3%

Quoted at random: 2 entries already listed
SMILES	VP16 counter	KCNH2 3.1 block	FLuc modulator	RORgamma inh	ELG1 genotoxic	NPC1 promoter act	uPA generation	Rab9 prom act	Giardia killer	FBPA coupling cs	Tb PFK inh
O=C(COC(=O)CCC1CCCC1)Nc1nc2c(F)c(F)c(F)cc2s1	2%	x	5%	31%	1%	-1%	4%	-32%[inhibitor]	-16	-3	-3%
O=C(C1CCCCN1S(=O)(=O)c1ccccc1)N1CCN(Cc2ccccc2)CC1 (stereo unspecified)	3%	-1	5%	25%	-10%	2%	x	-3%	-15	0	-1%
